Kir21 block: Kir2.1 (mouse) channel inhibition | P35561 | HEK293-Kir2.1, FluxOR thallium flux fluorescence; stronger effect = lower value | B-score at 10 µM | 310,000 compounds, 0.85% hits | AID 1672;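 active = fluorescence ratio B-score at or below minus 3 SD of library scores, with starting-brightness B-score within 2 SD, cut at about -4.2 in these data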;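 also: channel flux triggered by added potassium and thallium sulfate stimulus; B-score of peak minus minimum fluorescence over baseline after thallium stimulus; more negative B-score means stronger Kir2.1 block with less thallium influx; some compounds called inactive have numbers as strong as hits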
Target sequence (P35561 whole entry, looked up): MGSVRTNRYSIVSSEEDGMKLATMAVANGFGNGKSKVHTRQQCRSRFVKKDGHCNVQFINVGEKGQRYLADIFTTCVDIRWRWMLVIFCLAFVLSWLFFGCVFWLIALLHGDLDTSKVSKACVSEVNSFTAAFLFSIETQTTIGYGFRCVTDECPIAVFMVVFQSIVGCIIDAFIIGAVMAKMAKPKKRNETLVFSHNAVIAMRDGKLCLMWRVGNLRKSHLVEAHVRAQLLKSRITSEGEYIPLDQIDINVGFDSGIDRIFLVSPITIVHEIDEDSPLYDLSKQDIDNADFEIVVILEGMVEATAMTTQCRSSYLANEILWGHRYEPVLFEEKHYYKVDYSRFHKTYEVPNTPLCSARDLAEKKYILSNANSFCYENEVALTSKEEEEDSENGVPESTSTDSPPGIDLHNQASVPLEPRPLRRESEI
KCNQ2 block: KCNQ2 channel blockers in CHO-K1 cells – cell-based, FluxOR thallium flux, B-score, primary screen (AID 2156); O88943; 20 min; stronger effect = lower value; B-score at 10 µM; 310,000 compounds, 1.1% hits;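 active = fluorescence ratio B-score at most minus 3 library SDs, with starting brightness B-score within 2 library SDs, cut at about -5.5 in these data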
Starred values were filed as active, the others as inactive; i = inactive.

SMILES	Kir21 block	KCNQ2 block
CC(=O)c1ccc(S(=O)(=O)NCCc2cn3ccc(C)cc3n2)cc1	0.56	i
OC(CON=C1c2ccccc2-c2ccccc21)CN1CCNCC1 (stereo not given)	-0.79	i
CC(C)(C)C(=O)NC1=NCCS1	-0.04	i
CCOC(=O)C1=C(C)NC(=O)NC1c1ccc(N2CCC(c3ccccc3)=N2)cc1 (stereo not given)	0.01	i
COc1ccc(NC(=O)Cn2nc3n(c2=S)CCC3)cc1	0.07	i
O=C(Nc1nnc(SCc2c(Cl)cccc2Cl)s1)C1CC(=O)N(c2ccc3c(c2)OCCO3)C1 (stereo not given)	0.19	i
O=C1CC(c2nc3ccccc3[nH]2)CN1Cc1ccccc1 (stereo not given)	0.67	i
Cc1ccc(SCc2ccc(C(=O)Nc3cccnc3)cc2)cc1	-0.41	i
CSCc1nnc(NC(=O)c2ccc(S(=O)(=O)N(CC(C)C)CC(C)C)cc2)o1	-0.56	i
CCOC(=O)N1CCN(C(=O)COC(=O)COc2c(C)cc(C)cc2C)CC1	0.32	i
O=C(NCc1ccco1)Nc1ccc2nsnc2c1	-0.42	i
Cn1cccc1P(=O)(c1cccn1C)c1cccn1C	-1.6	i
Nc1cc(=O)[nH]c(SCC(=O)Nc2ccc(S(=O)(=O)N3CCOCC3)cc2)n1	0.1	i
CSc1nc2ccccc2c(=O)n1C1CCCCC1	-0.81	i
COc1ccc(N/C=C/C(=O)c2ccc(Oc3ncccn3)cc2)cc1	-0.05	i
COc1ccc(C(C#N)N2N=C(C)CC2(C)C)cc1 (stereo not given)	0.79	i
O=C(Nc1ccc2c(c1)CCC2)Nc1ccc2c(c1)OCO2	-0.52	i
Cc1nc2ccccn2c1C(=O)NN	0.02	i
CCn1c(SCC(=O)NCc2ccccc2)nnc1-c1ccccc1O	0.77	i
Cc1noc(C)c1C(=O)Nc1ccccc1C(=O)NCCc1ccccc1	0.04	i
COc1ccc(N(C(=O)Cn2nnc3ccccc32)C2(C(=O)NC3CCCC3)CCCCC2)cc1	0.77	i
Cc1cccc(S(=O)(=O)NNC(=O)c2sc(C)nc2C)c1	-0.11	i
CC(Oc1cccc(F)c1)c1ccnc2nc(/N=C/N(C)C)nn12 (stereo not given)	0.04	i
COC(=O)c1cc(NC(=O)CN2C(=O)CSC2=O)ccc1Cl	0.55	i
COC(C[C@H]1O[C@@H]1C(=O)COCc1ccccc1)OC	-0.33	i
Cn1cccc1/C=C1\SC(=O)N(CC(=O)Nc2ccc(Cl)cc2)C1=O	0.26	i
Cc1ccc(-n2ncc3c(=O)[nH]c(SCC(=O)N4CCCCC4)nc32)cc1	-0.02	i
O=C1CCCC(O)=C1C=Nc1cccc(C(F)(F)F)c1	-0.53	i
COc1ccc(OC)c(S(=O)(=O)N2CCc3ccccc3C2)c1	-5	i
O=C(/C=C/c1ccc(Br)cc1)N1CCN(c2cccc(C(F)(F)F)c2)CC1	1.3	i

Reformatted: entries from further up
Structure,Kir21 block,KCNQ2 block
COc1ccc(N(C(=O)Cn2nnc3ccccc32)C2(C(=O)NC3CCCC3)CCCCC2)cc1,0.77,i
Cc1cccc(S(=O)(=O)NNC(=O)c2sc(C)nc2C)c1,-0.11,i
CC(Oc1cccc(F)c1)c1ccnc2nc(/N=C/N(C)C)nn12 (stereo not given),0.04,i

Additional structures
SMILES	Kir21 block	KCNQ2 block
COC(=O)c1ccc(/C=N/Nc2nc(N3CCCCC3)nc(N3CCCCC3)n2)cc1	-0.03	i
O=C(O)C1CCCN1c1ncccc1[N+](=O)[O-] (stereo not given)	-0.13	i
CCOP(=O)(OCC)C(NC(C)=O)C(=O)c1ccccc1 (stereo not given)	-0.52	i
Cc1nc([N+](=O)[O-])cn1CCC#N	1.4	i
COc1ccc(NC(=O)CCc2nc3ccccc3s2)c(OC)c1	0.99	i
c1ccc2c(c1)OCC(c1nn3cnnc3s1)O2 (stereo not given)	0.73	i
CCCc1cc(NCCCN(C)C)n2c(nc3ccccc32)c1C#N	0.34	i
NC(=O)C1CCN(C(=O)CN2C(=O)c3ccccc3S2(=O)=O)CC1	-0.38	i
CC(=O)c1ccc(NC(=O)CSc2nnc(Cc3cccn3C)n2-c2ccc(F)cc2)cc1	-1.3	i
CN(CC(=O)Nc1cccc(F)c1)C(=O)CCCNC(=O)c1ccc(Cl)cc1	-0.16	i
CC(C)(C)OC(=O)N1CCC[C@H]1C(=O)Nc1ccc(C#N)cc1	-1.1	i
CC(C)CCN(Cc1ccco1)S(=O)(=O)c1csc(C(N)=O)c1	-8.2*	i
COCCCn1c2nc3ccccc3nc2c2c(=O)n(CC3CCCO3)cnc21 (stereo not given)	1.3	i
O=C(Cc1ccc(Cl)cc1)Nc1ccc(-c2nnc(-c3ccco3)o2)cc1	0.1	i
CCCCc1ccc(NC(=S)NCc2cccc(OC)c2)cc1	0.59	i
Cc1cc(C)c2c(c1)OC(O)(C(F)F)CC2=O (stereo not given)	-1.1	i
COC(=O)c1ccc(N2CCC(C)CC2)c(N)c1	0.82	i
C/C=C(\C)CN1CCC(n2nccc2NC(=O)c2ccc(OC)cc2)CC1	-1.2	i
Cc1ccc(C)c(OCc2nc(-c3cccnc3)no2)c1	-0.65	i
Cc1ccccc1NC(=O)C(=O)NCCCN1CCCC1=O	-1.2	i
CCN(CC)S(=O)(=O)c1cccc(-c2nnc(SCC#N)n2Cc2ccccc2)c1	-0.67	-5.7*
CCCCn1c(SCC(=O)NC(=O)NCc2ccco2)nc2cc(S(N)(=O)=O)ccc21	4	i
CCOC(=O)CNC(=O)c1ccc2[nH]c3c(c2c1)CCCC3	-1.3	i
Cc1cc(C(=O)NN=C2CCCC2)c2ccccc2n1	-3.5	i
O=C(NC12CC3CC(CC(C3)C1)C2)N1CCN(S(=O)(=O)c2ccc(Cl)cc2)CC1	0.92	i
Nc1cc(C(F)(F)F)ccc1Nc1ccccc1	1.6	i
O=C1CCCc2c1[nH]c1ccc(CN3CCCCC3)cc21	0.48	i
CCCCn1c(SC(C)C(=O)c2ccc(OC)cc2)nc2cc(S(N)(=O)=O)ccc21 (stereo not given)	-0.06	i
Cc1nc2scc(-c3ccc(C(C)(C)C)cc3)c2c(=O)n1N	-0.3	i
O=C(CN1C(=O)NC2(CCCC2)C1=O)N1CCN(S(=O)(=O)c2ccc(Cl)cc2)CC1	-0.44	i
Cc1cc(=O)[nH]c(N/N=C/c2ccc(Br)s2)n1	1.2	i
CCOCCCn1c(=NC(=O)c2cccs2)c(C#N)cc2c(=O)n3cccc(C)c3nc21	-0.32	i
COC(=O)C1C(O)=C(C=NCC(C)N=CC2=C(O)C(C(=O)OC)C(C)(C)CC2=O)C(=O)CC1(C)C (stereo not given)	1.5	i
N#Cc1nc(Cc2ccccc2)oc1N1CCN(c2cccc(Cl)c2)CC1	0.32	i
CCO[C@H]1OC(C(=O)N2CCN(Cc3ccccc3)CC2)=C[C@@H](c2coc3ccccc3c2=O)[C@@H]1CCCO	-1.8	i
O=C(COC(=O)CCCSc1nc2ccccc2[nH]1)Nc1ccc(Oc2ccccc2)cc1	-0.48	i
Cc1ccc(Cn2c(Cc3ccccc3)nc3ccccc32)cc1	-1.6	i
COc1cc2c3nnc(-c4ccccc4)c-3cn(Cc3ccc(F)cc3)c2cc1OC	-1.8	i
Cn1ccnc1SCC(=O)Nc1nc2ccccc2s1	1	i
O=C(NC(=S)NC(=O)c1ccccc1F)c1ccccc1F	1.4	i
O=C(/C=C/c1ccccc1)N1CCC(c2ccccc2)C1 (stereo not given)	-0.12	i
COc1ccccc1OCCNC(=O)c1ccc(C)c(S(=O)(=O)N2CCOCC2)c1	1.4	i
COc1cc2cc(CN(CCc3cccc(C)c3)C(=S)NCCCN3CCOCC3)c(=O)[nH]c2cc1OC	2.1	i
O=C(NN1CCOCC1)c1cc(-c2ccc(Br)cc2)nc2ccccc12	0.43	i
CCOC(=O)c1sc(NC(=O)COC(=O)c2ccco2)nc1C	-0.76	i
CCN(Cc1ccccc1)C(=O)c1ccc(C(=O)N(CC)Cc2ccccc2)cc1	-1.5	i
CN(CC(=O)Nc1ccc(F)cc1)C(=O)C1CC(=O)N(Cc2ccccc2)C1 (stereo not given)	-1.3	i
O=C(O)c1ccc(NS(=O)(=O)c2ccc3c(c2)C(=O)c2ccccc2C3=O)cc1	0.01	i
CCn1nnc(NC(=O)c2ccc(C(C)(C)C)cc2)n1	0.81	i
COc1ccccc1N1C(=O)C2C(c3ccc(F)cc3)NN(C(=O)c3ccc(C)cc3)C2C1=O (stereo not given)	0.52	i
O=C1CCN(Cc2nnnn2CC2CCCO2)c2ccccc2N1 (stereo not given)	-0.3	i
COc1ccc(-n2nc(C(=O)NCC(=O)N3CCCCCC3)c3ccccc3c2=O)cc1Cl	-1.6	i
O=c1[nH]c(=O)c2ncc(-c3ccc(Cl)cc3)nc2[nH]1	-0.2	i
O=C(Nc1cccc(-c2cn3cccnc3n2)c1)c1ccc(Br)o1	-0.08	i
c1ccc(-c2ccccc2OCCCN2CCCCCC2)cc1	-2	i
O=C(Cn1cc(S(=O)(=O)Cc2cccc([N+](=O)[O-])c2)c2ccccc21)N1CCOCC1	-0.08	i
CC(NC(=O)COC(=O)c1ccc2c(c1)OCO2)c1ccccc1 (stereo not given)	0	i
Cc1cc(Oc2ccc(C)c(Cl)c2)nc(SCC(=O)c2ccccc2)n1	-2.4	i
CC(NC(=O)CCNS(=O)(=O)c1cccc2nsnc12)c1ccccc1 (stereo not given)	-1.3	i
CS/C(=N\N(C)C(N)=O)c1ccccc1	-0.53	i
(continued)
SMILES	Kir21 block	KCNQ2 block
CCCn1c(N)c(C(=O)CSc2nnnn2-c2ccc(O)cc2)c(=O)n(C)c1=O	0.05	i
COC(=O)CC1C(=O)NCCN1C(=S)Nc1ccc(F)cc1 (stereo not given)	-0.95	i
CCOc1ccc2nc(NC(=O)CSc3nc4ccccc4c(=O)n3Cc3ccco3)sc2c1	0.13	i
CCCNC(=O)Cn1nc(C(F)(F)F)cc1C	-0.46	i
COC(=O)c1cc(S(=O)(=O)NCC2CCN(Cc3cccc(F)c3)CC2)c[nH]1	1.7	i
CCn1c(N2CCN(CC(=O)c3c(C)n(C)c4ccc(OC)cc34)CC2)nc2c1c(=O)[nH]c(=O)n2C	-3.6	i
Cc1ccc(S(=O)(=O)N(C)Cc2ccc(C(=O)NN=C(CC(C)C)CC(C)C)cc2)cc1	-0.78	i
O=C(Nc1sc2c(c1C(=O)NC1CC1)CCCCCC2)c1ccco1	-0.78	i
COc1ccc(OC)c(-c2cc(C3CCN(c4cc(Cl)nc(N)n4)CC3)[nH]n2)c1	3.3	i
Cc1nc(NNC(=O)c2ccc([N+](=O)[O-])cc2)cc(-c2ccccc2)n1	0.17	i
CC(C)c1cc(-c2cc(-c3ccccc3)on2)nc(NC2CCCC2)n1	1.9	i
O=C(c1ccccc1)N1CCN(CC(O)COC2CCCCC2)CC1 (stereo not given)	-1.6	i
COc1ccc(C(O)P(=O)(OCc2ccccc2)c2ccc(N(C)C)cc2)cc1 (stereo not given)	-2.8	i
CCOC(=O)CCNC(=O)N1CCCC(CCC(=O)N(C)CCc2ccccn2)C1 (stereo not given)	-0.08	i
C/C=C(\C)C(=O)NCCN1C2=NC[C@@H](C)N2C[C@H]1Cc1ccc(O)cc1	0.46	i

Given with values under each structure: part of the list above.
Below each SMILES – Kir21 block, KCNQ2 block
Cc1cc(Oc2ccc(C)c(Cl)c2)nc(SCC(=O)c2ccccc2)n1
 : -2.4, i
CC(NC(=O)CCNS(=O)(=O)c1cccc2nsnc12)c1ccccc1 (stereo not given)
 : -1.3, i
CS/C(=N\N(C)C(N)=O)c1ccccc1
 : -0.53, i
CCCn1c(N)c(C(=O)CSc2nnnn2-c2ccc(O)cc2)c(=O)n(C)c1=O
 : 0.05, i
COC(=O)CC1C(=O)NCCN1C(=S)Nc1ccc(F)cc1 (stereo not given)
 : -0.95, i

As entered above.
COc1ccc(C(C#N)N2N=C(C)CC2(C)C)cc1 (stereo not given) – Kir21 block = 0.79
c1ccc(-c2ccccc2OCCCN2CCCCCC2)cc1 – Kir21 block = -2
O=C(Cc1ccc(Cl)cc1)Nc1ccc(-c2nnc(-c3ccco3)o2)cc1 – Kir21 block = 0.1

(list continues)
SMILES	Kir21 block	KCNQ2 block
CCOC(=O)C(CCC#N)(CCC#N)C(=O)OCC	-0.39	i
CCOc1ccc(CC(=O)NNC(=O)NC2CCCCC2)cc1	-0.53	i
COc1ccc(CCNC(=O)c2ccc(Cl)cc2Cl)cc1OC	-0.18	i
C/C(CC(=O)NC12CC3CC(CC(C3)C1)C2)=N\NC(=O)c1ccc(C)cc1	-0.04	i
Cc1cc(C)c2sc(N(CCCN(C)C)C(=O)CN3C(=O)c4ccccc4C3=O)nc2c1	-0.52	i
O=C(Nc1ccc2c(c1)nc1n2CCSC1)c1ccccc1	0.47	i
Cc1ccc2nc(C(=O)O)c(C(=O)O)nc2c1	0.89	i
CCc1ccc(S(=O)(=O)Nc2ccncc2)cc1	-0.96	i
CCOC(=O)C1CCCN(S(=O)(=O)c2ccc3c4c2CC(=O)N4CC(C)S3)C1 (stereo not given)	-0.78	i
CC(C)Cc1cc(C(=O)Nc2ccc(Br)cc2)no1	-0.29	i
O=C1N=c2ccccc2=C1c1sc(=O)[nH]c1O	0.69	i
CCC(=O)Nc1c(C(=O)N2CCN(c3ccccn3)CC2)cnn1-c1ccc(C)cc1	-2.1	i
O=C(Nc1ccc(F)cc1F)c1c(C(F)(F)F)ccnc1Oc1ccccc1	0.18	i
CCOC(=O)c1sc(NC(=O)CSc2nc3c(cc2C#N)CCCCCC3)c(C#N)c1C	-0.53	i
CCSc1nnc(NC(=O)C2CC(=O)N(Cc3ccc(C)cc3)C2)s1 (stereo not given)	1.6	i
COc1cccc(NC(=O)C2CCN(S(=O)(=O)c3ccc4[nH]c(=O)ccc4c3)CC2)c1	3.5	i

Pulled by compound from the list above (2):
SMILES	Kir21 block	KCNQ2 block
Cc1cc(C)c2sc(N(CCCN(C)C)C(=O)CN3C(=O)c4ccccc4C3=O)nc2c1	-0.52	i
O=C1N=c2ccccc2=C1c1sc(=O)[nH]c1O	0.69	i
